Bioassay records from PubChem BioAssay.
DUSP3 inh: DUSP3 (human) phosphatase inhibition; P51452; recombinant VHR phosphatase, pNPP absorbance; inhibition, % at 13.3 µM; actives 0.52% (n = 290,000); AID 1654; in the data active = inhibition above about 50%; note: some compounds called inactive have numbers as strong as hits
Target sequence (P51452 whole entry, looked up): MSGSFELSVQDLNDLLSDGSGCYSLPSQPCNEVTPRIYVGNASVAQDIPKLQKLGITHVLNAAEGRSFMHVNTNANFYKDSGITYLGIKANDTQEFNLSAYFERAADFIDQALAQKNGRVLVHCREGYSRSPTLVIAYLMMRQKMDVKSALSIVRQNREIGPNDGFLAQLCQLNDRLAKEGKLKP
TcdB inh: inhibitors of Clostridioides difficile toxin B glycohydrolase; P18177; TcdB glycohydrolase enzymatic assay, plate reader; inhibition, % at 9.99 µM; actives 0.24% (n = 350,000); in the data active = inhibition above about 10%
Rv3671c protease: Rv3671c (M. tuberculosis) protease inhibition. P9WHR9. inhibition, % at 5.96 µM. actives 0.048% (n = 320,000). AID 2606; in the data active = inhibition above about 38%;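 note: extracellular domain of Rv3671c used as enzyme; 0% = enzyme with DMSO and 100% = no enzyme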
Target sequence (P9WHR9 whole entry, looked up, the tested form may be a part): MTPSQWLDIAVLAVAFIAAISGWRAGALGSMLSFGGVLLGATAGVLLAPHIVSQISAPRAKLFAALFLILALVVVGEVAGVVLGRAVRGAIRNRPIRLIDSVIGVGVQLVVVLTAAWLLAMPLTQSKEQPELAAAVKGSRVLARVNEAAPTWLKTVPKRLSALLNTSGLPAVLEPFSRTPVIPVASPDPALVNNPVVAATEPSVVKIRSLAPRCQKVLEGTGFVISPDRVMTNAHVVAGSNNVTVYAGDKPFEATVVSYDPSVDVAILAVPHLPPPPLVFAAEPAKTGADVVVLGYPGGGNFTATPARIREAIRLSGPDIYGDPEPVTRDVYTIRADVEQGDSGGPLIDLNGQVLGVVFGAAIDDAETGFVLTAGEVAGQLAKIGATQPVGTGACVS
MazF activator: activators of E. coli MazEF toxin-antitoxin RNase; P0AE70; FAM/BHQ RNA-DNA oligo cleavage fluorescence, 5 h; activation, % at 20 µM; actives 0.32% (n = 350,000); AID 504720; in the data active = activation above about 50%
Target sequence (P0AE70 whole entry, looked up): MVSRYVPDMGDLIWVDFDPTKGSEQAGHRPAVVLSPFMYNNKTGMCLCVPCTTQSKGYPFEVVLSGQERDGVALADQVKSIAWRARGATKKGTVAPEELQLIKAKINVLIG
CCHF vOTU inh: CCHFV vOTU protease inhibition; Pep-AMC fluorescence; inhibition, % at 11.5 µM; actives 0.55% (n = 370,000); in the data active = inhibition above about 30%; note: 0% = vehicle wells with enzyme and 100% = no enzyme wells
Y pestis TopoI: inhibitors of Yersinia pestis topoisomerase I; Y. pestis Topo-I cleavage product accumulation, plate reader; activity, % at 10 µM; actives 0.064% (n = 360,000); AID 504884; in the data active = activity above about 50%, passing the limit was not always enough; note: inactives centre near 2
BH1578 lux ind: quorum light induction in luxS cqsA deficient V. cholerae | activation, % at 18.7 µM | AID 588436 | actives 0.16% (n = 350,000) | V. cholerae BH1578 lux reporter, luminescence, 6 h; in the data active = activation mostly above about 9.7%, no sharp cut-off; note: not every result past the cut was called active; inactives centre near 0; reference of the scale not given here
PrPC surface inh: cell surface PrPC inhibition, primary TR-FRET screen. P04156. TR-FRET read-out. inhibition, % at 13.8 µM. actives 0.43% (n = 370,000); in the data active = inhibition above about 24%; note: 0% = median of the test wells and 100% = reference compound wells
PriA SSB inh: inhibitors of Klebsiella pneumoniae PriA binding to SSB C-terminal tail | AlphaScreen SSBct-PriA binding, biotinylated peptide | inhibition, % at 33 µM | actives 0.6% (n = 430,000); in the data active = inhibition mostly above about 37%, no sharp cut-off; inactive = mostly below about 20%;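 note: plate controls were negative control peptide for no effect and reference peptide for full effect; strong numbers were not always called active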
3CLpro inhibitor: SARS-CoV 3CLpro protease inhibition | P0C6X7 | recombinant SARS-CoV 3CLpro, quenched FRET peptide cleavage | inhibition, % at 6 µM | actives 0.14% (n = 290,000) | AID 1706; in the data active = inhibition above about 12%
An asterisk follows results filed as active; i = inactive; / = no result given; & = joins results of further samples.

SMILES | DUSP3 inh | TcdB inh | Rv3671c protease | MazF activator | CCHF vOTU inh | Y pestis TopoI | BH1578 lux ind | PrPC surface inh | PriA SSB inh | 3CLpro inhibitor
NC(=O)C1CCN(C(=O)CSc2nc(O)cc(=O)[nH]2)CC1 | -7 | 0.1 | 2 | 5 | -14 | -1 | i | 4 | 9 | 5
Cc1ccccc1OCC(=O)OCC(=O)c1ccc(OCc2ccccc2)cc1 | -5 | / | 2 | -12 | 2 | 7 | -0.3 | -3 | -58 | 2
O=C(Nc1ccccc1Br)C1CCCN1S(=O)(=O)c1cccc2nsnc12 (configuration not stated) | -26 | 0.8 | -4 | 5 | 6 | 6 | -4.2 | -39 | -2 | 0
Cc1cc(=O)oc2cc(OCC(=O)OC(C)C(=O)NC3CCCC3)ccc12 (configuration not stated) | 6 | 0.6 | 2 | -2 | 2 | 4 | -0.3 | 0 | -1 | 0
CC[C@H](C)[C@@H](C(=O)NCCCCCCCCCCC(=O)N1CCNCC1)n1cc(CCCCCN)nn1 | / | -0.6 | -2 | 14 | 2 | 13 | 1.0 | -1 | -5 | /
C/C=C(/C)C(=O)Nc1cccc(C2=NOC3(C2)C[C@@H](C(N)=O)N(C(=O)[C@H]2CCC(=O)N2)C3)c1 (some centres not stated) | 4 | 0.6 | 5 | 12 | 8 | 4 | -0.5 | 2 | -5 | /
N#Cc1ccc(Oc2ccc(C(N)=O)cc2)cc1C#N | 14 | / | 1 | 1 | -4 | 3 | i | 1 | -14 | 3
O=C(NCCNc1ccc([N+](=O)[O-])cc1)c1cccc(Br)c1 | -14 | 1.8 | 1 | 12 | 21 | 3 | i | 0 | -6 | -4
O=C(Oc1c(Cl)cc(Cl)c2ccccc12)N1CCCC1 | 5 | -0.6 | 7 | 7 | 8 | 21 | -1.3 | 5 | -39 | 1
CCCc1nc2c(=O)n(C)c(=O)[nH]c2n1CCC | 15 | / | 2 | 11 | -2 | 4 | i | 7 | -13 | 0
O=C(NCCc1cccc(F)c1)[C@@H]1CSC2c3ccccc3C(=O)N21 (some centres not stated) | 29 | / | 1 | 4 | 4 | 10 | i | 6 | -9 | 1
C[C@@H]1CC[C@]2(O[C@H](CCO)C[C@@H](O)[C@@H]2O)O1 | / | -7.9 | -5 | -2 | 12 | -7 | -1.5 | 1 | -17 | /
CCOC(=O)CSc1nc(C)c2cc(C)c(C)cc2n1 | 15 | / | 20 | -1 | 1 | -6 | -0.4 | -2 | -23 | 2
Nc1sc2c(c1C(=O)c1ccccc1)CCCC2 | 21 | / | -11 | 9 | 1 | 6 | -0.2 | -2 | 2 | -4
OCC1(CO)COC2(CCCC2)N1 | 27&-15 | / | 1 | -3 | 4 | -8 | 0.1 | 0 | 4 | -2&2
CCC(=O)Nc1ccc2c(c1)ncn2-c1ccc(OC)cc1 | -1 | / | 0 | 0 | 20 | -4 | i | -3 | -11 | -1
O=C(NCc1cccs1)c1cnn2cccnc12 | -11 | 0.2 | -3 | -4 | 16 | 3 | i | -5 | 1 | -1
Cc1cccc(/C=N/NC(=O)Cn2nnnc2N)n1 | 20 | 2.0 | 2 | 1 | 3 | -4 | -0.4 | 5 | i | 8
COc1ccc(C(=O)Nn2c(C)nnc2-n2nc(C)cc2C)cc1OC | 22 | / | 0 | -1 | 19 | -4 | 5.0 | 4 | -1 | 4
O=C(Nc1ccc(S(=O)(=O)N2CCCCC2)cc1)C1CCCO1 (configuration not stated) | 20 | 1.1 | 8 | 2 | 6 | -12 | -0.5 | 0 | 0 | -1

One compound at a time (already shown). Order of screens: DUSP3 inh, TcdB inh, Rv3671c protease, MazF activator, CCHF vOTU inh, Y pestis TopoI, BH1578 lux ind, PrPC surface inh, PriA SSB inh, 3CLpro inhibitor
O=C(NCc1cccs1)c1cnn2cccnc12 is listed as -11, 0.2, -3, -4, 16, 3, i, -5, 1, -1
O=C(Oc1c(Cl)cc(Cl)c2ccccc12)N1CCCC1 is listed as 5, -0.6, 7, 7, 8, 21, -1.3, 5, -39, 1

Further results follow:
SMILES | DUSP3 inh | TcdB inh | Rv3671c protease | MazF activator | CCHF vOTU inh | Y pestis TopoI | BH1578 lux ind | PrPC surface inh | PriA SSB inh | 3CLpro inhibitor
O=C(Nc1nccs1)C1C2/C=C\CCCCC21 (configuration not stated) | 11 | / | -1 | -4 | 6 | -1 | -0.8 | 1 | -12 | 1
O=S(=O)(NN1CCOCC1)c1ccc(Cl)s1 | 38 | 0.3 | -1 | 4 | -12 | -7 | -0.2 | -3 | -22 | -3
CCC1([N+](=O)[O-])COC(C=Cc2ccccc2)OC1 (configuration not stated) | / | -0.5 | / | 0 | -10 | 0 | -1.0 | 5 | 0 | /
O=C(CN1C(=O)C2CCCCC2C1=O)Nc1cc([N+](=O)[O-])ccc1F (configuration not stated) | / | 1.6 | -5 | -3 | -3 | -5 | -2.0 | -22 | 9 | /
O=C(CCCSc1nc2ccccc2c(=O)[nH]1)c1ccccc1 | 30 | 1.5 | -9 | 8 | 1 | 1 | -0.6 | 7 | -5 | 3
Cc1ccc2nc(SCC(=O)N/N=C/c3ccco3)cc(C)c2c1 | 21 | 5.8 | 5 | 7 | -6 | 16 | -0.4 | -3 | / | -3
O=C(NNC(=O)C1C2C=CC(C2)C1C(=O)O)c1cc(Cl)ccc1O (configuration not stated) | 13 | -0.5 | / | -16 | -57 | 1 | i | -1 | -2 | -3
Cc1oc(C)c(C(=O)O)c1C(=O)O | 36 | 1.3 | 1 | 1 | -16 | -2 | -0.1 | -6 | -11 | 7
CS(=O)(=O)N(CC(=O)N1CCCCC1)C1CCCCC1 | 28 | / | 0 | -22 | -6 | 5 | i | 4 | -24 | 0
COc1ccc(/C=N/NC(=O)c2ccc(OC)c(OC)c2)cc1COc1c(F)c(F)c(F)c(F)c1F | 7 | 1.4 | / | -5 | 3 | 16 | i | -4 | / | 1
CSc1nc(SCC(=O)O)c2sc3nc(-c4ccccc4)c4c(c3c2n1)CCC4 | / | -0.3 | / | -23 | -7 | -9 | -0.6 | 10 | -8 | 2
O=C(CN1CCN(c2cccc(Cl)n2)CC1)N1CC(O)CO1 (configuration not stated) | 12 | -9.1 | 6 | 0 | 0 | 8 | i | 3 | -1 | 0
O=C(NCCc1csc(-c2ccccc2)n1)c1c(F)cccc1Cl | 11 | -0.7 | -8 | 2 | 1 | 6 | -0.1 | -7 | -4 | -2
Cc1nc(SC2CC(=O)N(c3ccccc3)C2=O)n[nH]1 (configuration not stated) | 26 | 0.2 | -12 | -15 | -7 | -3 | -0.3 | -4 | -19 | 4
OC1(c2cccc(C(F)(F)F)c2)CCN(Cc2nnnn2CCc2ccccc2)CC1 | -22 | / | 5 | -1 | 11 | 14 | 5.6 | -10 | -2 | 0
Cc1cc(C)cc(N(CC(=O)O)S(=O)(=O)c2c(C)[nH]c(=O)[nH]c2=O)c1 | 7 | -0.2 | -1 | 1 | 11 | 6 | 0.3 | 2 | -15 | 4
OC(CN1CCN(C(c2ccccc2)c2ccccc2)CC1)c1ccccc1 (configuration not stated) | 28 | / | -4 | 5 | / | 20 | -0.1 | / | -3 | 6
CCCOc1ccc(NC(=O)CC2C(=O)Nc3ccccc3N2CC(=O)N2CCCC2)cc1 (configuration not stated) | / | 1.4 | -2 | 2 | 1 | 4 | -0.2 | -9 | 13 | /
COc1cccc(N2CCN(S(=O)(=O)c3ccc4c(c3)oc(=O)n4C)CC2)c1 | -4 | 2.0 | 6 | 10 | 2 | -10 | i | 3 | -6 | -1
Cc1cc(NC(=O)c2cccs2)n(-c2nc3ccccc3[nH]2)n1 | 8 | 0.3 | -12 | -7 | 6 | -2 | i | -1 | -5 | -1
CC1CN(C(=S)SCC(=O)c2ccc([N+](=O)[O-])cc2)CC(C)O1 (configuration not stated) | 2 | 0.1 | 8 | 11 | -17 | -7 | 0.1 | -14 | -8 | -2
CC(C)(C)S(=O)(=O)/C(C#N)=N/Nc1ccc(Cl)cc1 | 11 | 1.8 | 1 | 0 | 15 | 2 | 1.2 | 14 | / | 1
COc1cccc(O)c1CN1CCCC(C(=O)c2cccc(C(F)(F)F)c2)C1 (configuration not stated) | 3 | 0.5 | 0 | -3 | 15 | 14 | -0.1 | -15 | -29 | -6
Cc1ccc2cc3cc(C(=O)N4CCN(Cc5ccccc5)CC4)sc3nc2c1 | 37 | / | -6 | 3 | -6 | 1 | i | -8 | -12 | 3
COc1ccc([C@H]2CN(Cc3ccccc3)C(=O)[C@@H]2CC(=O)Nc2ccccc2)cc1 | / | 0.8 | / | 7 | -1 | 27 | -0.4 | 4 | / | /
COc1ccc(NC(=O)CCC(=O)Nc2cc(OC)c(NC(=O)c3cccs3)cc2OC)cc1 | 25 | 2.3 | 2 | 0 | 6 | 18 | -0.4 | 6 | -10 | -3
COc1ccc(OCC(O)CNCCOc2ccccc2OC)c(C(C)(C)C)c1 (configuration not stated) | 5 | 2.0 | 5 | 4 | 10 | 18 | -0.7 | -8 | 1 | -1
CCOc1ccc(NC(=O)NC(C)CC)cc1 (configuration not stated) | -11 | -0.2 | 6 | -9 | 4 | -5 | 0.8 | 0 | 3 | 4
O=Cc1ccc(Oc2ncccn2)cc1 | 4 | 1.4 | -9 | 4 | -13 | 3 | -0.3 | 6 | -7 | -1
CC1CCC2C(=O)N(c3ccc(S(=O)(=O)c4ccccc4)cc3)C(=O)C2C1 (configuration not stated) | 2 | / | -12 | 6 | -6 | 12 | -0.3 | -1 | -12 | 2
Cc1cc(C)c(NC(=O)CN)c(C)c1 | 5 | -2.9 | -1 | -2 | -1 | -7 | 0.1 | 5 | -2 | 6
O=C(COC(=O)COc1cccc(C(F)(F)F)c1)Nc1ccc(N2CCOCC2)cc1 | / | -0.7 | -6 | -3 | 11 | 3 | i | 1 | 11 | /
COc1cc(/C=C/C(=O)OCN2C(=O)c3ccccc3C2=O)ccc1OC(F)F | 2 | -3.5 | / | 3 | 6 | 2 | -1.6 | 0 | -3 | 3
CCOC(=O)C(CCOc1cccc(CC)c1)C(=O)OCC | 8 | / | -1 | -2 | 7 | 17 | -2.0 | 11 | -46 | 2
COc1cc(NC(=O)CNC(=O)Cn2ccc3ccccc3c2=O)cc(OC)c1OC | 12 | 0.7 | -6 | -3 | -7 | -1 | -0.3 | 0 | -3 | 2
CCOC(=O)c1ccc(S(=O)(=O)Nc2cc(S(=O)(=O)N3CCOCC3)ccc2O)cc1 | / | -0.4 | -7 | 2 | 0 | -6 | i | -4 | -7 | /
Nc1nc(N)c2cc(Sc3ccc(Cl)cc3)ccc2n1 | / | 1.4 | / | 7 | -30 | -1 | i | 1 | / | /
CC(=O)Nc1ccc(S(=O)(=O)NCCc2cn3nc(C)c(C)nc3n2)cc1 | -17 | -7.3 | 4 | -4 | -45 | 5 | -0.5 | -3 | -4 | -5
CCCCCCCCOC(=O)c1ccc(N)cc1 | 49 | / | 7 | -7 | 10 | 22 | -0.3 | 6 | -8 | 4
CC(C)(C)n1nc2c(c1NC(=O)Cc1cccc3ccccc13)CS(=O)(=O)C2 | 13 | 0.1 | 2 | 11 | -7 | -9 | -2.4 | 2 | -1 | 4
CC(C)C(C(=O)O)N1C(=O)C2C3CCC(C3)C2C1=O (configuration not stated) | / | 2.2 | / | 3 | 3 | 5 | -5.3 | -3 | / | /

Some of the entries so far, as comma-separated lines:
canonical_smiles,DUSP3 inh,TcdB inh,Rv3671c protease,MazF activator,CCHF vOTU inh,Y pestis TopoI,BH1578 lux ind,PrPC surface inh,PriA SSB inh,3CLpro inhibitor
COc1cc(/C=C/C(=O)OCN2C(=O)c3ccccc3C2=O)ccc1OC(F)F,2,-3.5,/,3,6,2,-1.6,0,-3,3
Cc1nc(SC2CC(=O)N(c3ccccc3)C2=O)n[nH]1 (configuration not stated),26,0.2,-12,-15,-7,-3,-0.3,-4,-19,4
Cc1ccccc1OCC(=O)OCC(=O)c1ccc(OCc2ccccc2)cc1,-5,/,2,-12,2,7,-0.3,-3,-58,2

This is a subset; rates above refer to the full screens.
